Screening data as filed in PubChem BioAssay.
OPRM1-OPRD1 ag: agonists of human mu-delta opioid receptor heterodimerization. P35372+P41143. cells, OPRM1-OPRD1 heterodimerization, luminescence. activation, % at 9.3 µM. 0.3% of 340,000 active. AID 504326; in the data active means activation above about 18%;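 further: 0% = vehicle-treated cells and 100% = reference agonist; values of inactives mirror those of a sister screen read the other way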
SUMO Mot1 rescue: SUMOylation pathway inhibition by Mot1-301 growth rescue; S. cerevisiae Mot1-301 growth rescue, ATP luminescence, 38.5C; percent above DMSO median, 100 means doubled; growth rescue, % at 18.8 µM; 1% of 320,000 active;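 active means every valid replicate shows activation above 250% relative to neutral control wells; inactive means the rest, any valid replicate at or below 250%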;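 further: OY570 slx delta 5 strain wells were the positive control but not used for scaling; some compounds called inactive have numbers as strong as hits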
phage Ecoli inh: E. coli growth loss with phage present. growth absorbance. 0.26% of 360,000 active. AID 651602. inhibition, % at 11.9 µM; in the data active means inhibition above about 11%
PKA-R2B act: activates the human PKA-R2B holoenzyme complex; P22694+P31323; PKA-R2B holoenzyme dissociation, Cy5-IP20 fluorescence polarization; R2B truncated from residue 108, S112A mutant; 0% DMSO only, 100% 113 µM cGMP; activation, % at 11.4 µM; 0.079% of 340,000 active;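 active means activation above a cutoff set at the mean over all compounds plus 3 SD, cut at about 18% in these data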;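 further: higher means more holoenzyme dissociation and a rise in polarization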
Target sequence (P31323 whole entry, looked up, other chains not shown, the tested form may be a part): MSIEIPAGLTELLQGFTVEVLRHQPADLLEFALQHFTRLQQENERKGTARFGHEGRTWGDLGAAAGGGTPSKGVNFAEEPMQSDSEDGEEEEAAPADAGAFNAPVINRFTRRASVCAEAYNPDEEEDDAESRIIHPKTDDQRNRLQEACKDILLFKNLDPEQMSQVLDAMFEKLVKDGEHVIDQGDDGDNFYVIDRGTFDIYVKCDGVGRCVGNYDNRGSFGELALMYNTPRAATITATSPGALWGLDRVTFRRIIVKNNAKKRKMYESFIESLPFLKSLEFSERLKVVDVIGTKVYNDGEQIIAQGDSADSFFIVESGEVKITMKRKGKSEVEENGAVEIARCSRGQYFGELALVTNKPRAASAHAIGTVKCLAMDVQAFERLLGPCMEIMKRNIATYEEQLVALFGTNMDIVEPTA
MOR-DOR inv ag: mu-delta opioid heterodimer inverse agonism. P35372+P41143. inhibition, % at 9.3 µM. AID 504357. 0.21% of 340,000 active. cell-based MOR-DOR heterodimer luminescence; in the data active means inhibition above about 22%, passing the limit was not always enough;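 further: 0% = cells with DMSO and 100% = wells without cells with DMSO; values of inactives mirror those of a sister screen read the other way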
PKA-R1A activ: PKA-R1A complex activation; P00514+P68181; 0.083% of 340,000 active; activation, % at 11.4 µM; PKA-R1A dissociation, Cy5-IP20 fluorescence polarization; scaled: DMSO 0%, 113 µM cGMP 100%;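 active means percent activation above the mean of all tested compounds plus 3 SD, cut at about 19% in these data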;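 further: higher means more PKAc released from R1A so a rise in polarization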
Tat export inh: blocks Tat-dependent protein export in E. coli. E. coli MC4100 TorA-mCherry Tat export, fluorescence. inhibition, % at 10 µM. 0.036% of 340,000 active;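 active means mean replicate inhibition at least 50% and at least half of replicates individually reaching 50%; inconclusive means only one of the two criteria met; inactive means neither criterion met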;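 further: exported cargo escapes ClpAP degradation while cytoplasmic cargo is degraded and loses fluorescence; 0% = median of neutral control wells and 100% = median of NaSCN control wells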
HTR5A inv ag: HTR5A inverse agonism, opioid heterodimer counter-screen; P47898; HTR5A cell line, luminescence; inhibition, % at 9.3 µM; 0.083% of 340,000 active; in the data active means inhibition mostly above about 23%, no sharp cut-off; inactive means mostly below about 18%;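 further: 0% = cells with DMSO and 100% = no-cell wells with DMSO; some compounds called inactive have numbers as strong as hits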
Target sequence (P47898 whole entry, looked up): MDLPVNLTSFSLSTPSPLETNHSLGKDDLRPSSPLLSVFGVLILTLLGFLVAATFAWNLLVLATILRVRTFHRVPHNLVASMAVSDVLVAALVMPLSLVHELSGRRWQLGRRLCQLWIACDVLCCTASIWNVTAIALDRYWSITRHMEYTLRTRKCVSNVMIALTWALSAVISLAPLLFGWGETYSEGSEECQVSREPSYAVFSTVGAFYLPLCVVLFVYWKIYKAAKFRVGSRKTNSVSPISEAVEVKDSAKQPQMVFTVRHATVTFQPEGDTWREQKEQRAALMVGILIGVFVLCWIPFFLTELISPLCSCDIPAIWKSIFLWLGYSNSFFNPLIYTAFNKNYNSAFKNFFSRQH
PfHsp90 set2: growth inhibition of yeast expressing Plasmodium Hsp90 | S. cerevisiae expressing PfHsp90, BacTiter-Glo ATP, 48 h; yeast lacking PDR1 and PDR3 efflux regulators | inhibition, % at 9.4 µM | 0.32% of 310,000 active;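 active means every replicate shows inhibition above about 80%, whatever the replicate mean, limit read from the data; inconclusive means mean inhibition reaches the set limit but some replicate falls short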;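 further: 0% = DMSO neutral controls and 100% = 20 µM radicicol positive controls; yeast relying on Plasmodium falciparum Hsp90 in place of its own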
AddAB inh: less growth of phage-infected E. coli with AddAB; E. coli expressing H. pylori AddAB, absorbance growth; inhibition, % at 11.9 µM; 0.29% of 330,000 active; AID 435030; in the data active means inhibition above about 12%;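 further: 0% = vehicle wells of infected cells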
Ecoli viability: bacterial growth inhibition, counter-screen for AddAB inhibitors; E. coli V3065 growth, OD600 absorbance, 18 h; inhibition, % at 11.9 µM; 0.27% of 330,000 active;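 active means inhibition above the campaign's mean inhibition across all tested compounds plus 3 SD, cut at about 9.9% in these data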;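 further: uninfected addAB+ strain grown without phage in ampicillin broth; 0% = DMSO wells and 100% = ciprofloxacin 0.95 µg/ml wells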
Starred values were filed as active, the others as inactive; i = inactive; ? = inconclusive; nt = not tested or not shown.

cpd | mol | OPRM1-OPRD1 ag | SUMO Mot1 rescue | phage Ecoli inh | PKA-R2B act | MOR-DOR inv ag | PKA-R1A activ | Tat export inh | HTR5A inv ag | PfHsp90 set2 | AddAB inh | Ecoli viability
1 | Cc1sc2ncnc(-n3nnc4ccccc43)c2c1C | -0.2 | -2 | 1.2 | -7 | 2 | -10 | 0 | 9 | nt | 1.2 | -1.4
2 | CCOC(=O)CNC(=O)c1ccc(Cl)s1 | -2.6 | 49 | 3.0 | -9 | 13 | -5 | 0 | 0 | nt | 0.0 | -2.1
3 | COc1cc(C(=O)NCc2ccco2)c(Br)c(OC)c1OC | -0.8 | 4 | 2.9 | -12 | 5 | 3 | -7 | 4 | -12 | -1.1 | -2.3
4 | O=C(NCc1nc2ccccc2[nH]1)C1=C[C@@H](c2csc3ccccc23)C[C@@H](OCc2ccc(CO)cc2)O1 | 0.1 | -22 | 2.1 | 0 | -1 | -6 | 4 | -17 | -15 | -1.0 | 0.6
5 | CCOC(=O)c1ccc(NC(=S)N2CCSC2c2c(F)cc(F)cc2F)cc1 (stereo not drawn) | 3.5 | -20 | 3.9 | -3 | -22 | -2 | -3 | -4 | -5 | -0.5 | -1.4
6 | Cc1cc(C)c(C(=O)COC(=O)Cn2nc(-c3ccccc3)oc2=O)cc1C | 1.4 | -29 | 2.2 | -6 | -5 | -2 | 4 | 9 | -20 | 1.9 | 0.5
7 | Cc1cccc(-c2nc(CS(=O)CC(=O)NCCc3ccc(Cl)cc3)c(C)o2)c1 (stereo not drawn) | 1.9 | 13 | 0.3 | -10 | -9 | -6 | 1 | -47 | 18 | 5.5 | 0.6
8 | CN(c1ccccc1)S(=O)(=O)c1cccc(NC(=O)c2cc3ccccc3oc2=O)c1 | -1.0 | 95 | 3.1 | 10 | 5 | 4 | -7 | 5 | -27 | 2.5 | -1.2
9 | COCCN1CSC(=S)N(Cc2ccco2)C1 | -2.7 | 17 | 0.8 | 1 | 14 | 2 | -29 | 8 | -11 | 2.2 | -0.7
10 | O=C(COC(=O)COc1ccccc1)Nc1ccc(Br)cc1Br | -3.6 | 4 | 3.1 | 5 | 18 | 1 | -7 | 7 | 1 | -1.9 | -2.1
11 | COc1ccc(S(=O)(=O)Oc2ccccc2C(N)=O)cc1 | -1.2 | nt | 3.8 | -7 | 6 | -3 | -13 | -9 | -45 | nt | nt
12 | NC(=O)CSc1nnc(Cc2csc(Nc3ccccc3)n2)n1Cc1ccccc1 | -2.0 | -15 | 1.9 | -9 | 11 | -7 | 7 | -11 | -7 | -0.3 | 0.1
13 | O=C(O)C1CCCN(S(=O)(=O)c2ccc(-c3ccc(=O)[nH]n3)s2)C1 (stereo not drawn) | 0.6 | 69 | 1.3 | 12 | -3 | 2 | -3 | 6 | -15 | -2.3 | 0.2
14 | O=C(/C=C/c1ccccc1)c1ccccn1 | 4.6 | -32 | 2.3 | 3 | -26 | -8 | -10 | -8 | 18 | 5.9 | 0.4
15 | O=C(CSc1ccc(F)cc1)Nc1ccccc1N1CCOCC1 | 0.1 | 512 | -1.2 | 0 | 0 | 4 | -2 | -15 | 20 | 8.5 | -1.7
16 | CCOc1ccc(/C=N/NC(=S)NC2CC3CC2C2C=CCC32)cc1 (stereo not drawn) | nt | 8 | 2.5 | nt | nt | nt | 3 | nt | -16 | -0.2 | -1.5
17 | O=C(COC(=O)c1ccc2ncsc2c1)Nc1ccccc1Cl | -1.7 | 22 | 2.3 | -1 | 7 | 6 | -7 | -2 | 12 | 1.7 | -1.5
18 | COc1cccc(CC(O)CC2c3c(cc4c(c3OC)OCO4)CCN2C)c1 (stereo not drawn) | 12 | nt | 0.1 | 2 | -70 | 4 | -4 | -1 | -2 | nt | nt
19 | COc1ccc(N=C2SCC(c3ccc([N+](=O)[O-])cc3)=NN2CCO)cc1 | 0.8 | 61 | 1.3 | 1 | -4 | 1 | 1 | 1 | 1 | 2.6 | -0.4
20 | O=C(N/N=C/c1ccoc1)c1ccc(Cl)cc1 | -2.2 | -12 | 1.3 | -3 | 12 | 8 | -6 | -2 | -22 | -0.2 | -0.1

More entries follow.
cpd | mol | OPRM1-OPRD1 ag | SUMO Mot1 rescue | phage Ecoli inh | PKA-R2B act | MOR-DOR inv ag | PKA-R1A activ | Tat export inh | HTR5A inv ag | PfHsp90 set2 | AddAB inh | Ecoli viability
21 | N#Cc1cc2c(nc1SCc1cccnc1)CCCC2 | -0.1 | 53 | 2.3 | -9 | 1 | -2 | 1 | -1 | nt | 1.2 | 1.2
22 | O=C(NCc1ccco1)c1cccc(NS(=O)(=O)c2cccc(F)c2)c1 | -0.4 | -10 | 2.6 | -2 | 3 | 1 | -4 | -6 | -2 | 3.2 | 3.1
23 | Cc1ccnc(SC2CC(=O)N(c3ccc(Br)cc3)C2=O)n1 (stereo not drawn) | -0.8 | i | -0.4 | -2 | 3 | 3 | 9 | 7 | 3 | nt | nt
24 | Cc1ccccc1SCC(=O)Nc1cc(C(F)(F)F)ccc1N1CCOCC1 | 1.6 | -3 | nt | -16 | -10 | -7 | -6 | -20 | -37 | 2.4 | 3.5
25 | CCOC(=O)CCCCCC(=O)Nc1ccc2c(c1)C(=O)N([C@H](C)CO)C[C@@H](C)[C@H](CN(C)S(=O)(=O)c1cn(C)cn1)O2 | -0.4 | 22 | 0.8 | -2 | 2 | 3 | 4 | -13 | -14 | 6.6 | 1.8
26 | CCc1ccccc1NC(=O)NC1CCCCC1 | -3.2 | 2 | 3.2 | -8 | 13 | 2 | 0 | 25 | 24 | 2.8 | 2.6
27 | CN(CC(=O)Nc1ccc(F)c(F)c1F)C(=O)c1cc(S(=O)(=O)N(C)C)ccc1N1CCCC1 | -2.4 | nt | 5.5 | 2 | 10 | 2 | 8 | 16 | -15 | nt | nt
28 | COc1ccc(/C(C)=N/NC(=O)c2nnn(-c3nonc3N)c2-c2cccs2)cc1OC | -3.3 | -7 | 0.8 | -14 | 17 | -5 | -8 | -1 | -18 | 1.5 | 0.2
29 | CC(=O)Nc1sc2c(c1C(c1ccncc1)N1CCOCC1)CCCC2 (stereo not drawn) | 0.9 | 5 | -1.6 | -2 | -4 | -3 | -3 | 47 | 14 | 0.3 | 0.8
30 | COc1ccc(C(=O)OCCN2CCOCC2)cc1 | -1.4 | -11 | 2.2 | -4 | 6 | -19 | 1 | 13 | -10 | 0.5 | -0.8
31 | O=C(c1ccc(Br)cc1)N(Cc1nc2ccccc2c(=O)[nH]1)C1CCCC1 | 4.4 | -9 | 2.3 | 7 | -22 | -15 | 8 | 1 | 19 | 1.4 | -2.0
32 | CC(=O)NC(Cc1ccccc1C)C(=O)NC1CCN(c2nnnn2-c2ccccc2)CC1 (stereo not drawn) | -1.3 | 7 | 2.8 | -7 | 6 | -1 | -7 | -9 | -8 | -0.3 | -1.4
33 | Cc1cccc(-c2nc(CS(=O)CC(=O)NC3CCCC(C)C3C)c(C)o2)c1 (stereo not drawn) | 1.2 | 9 | 2.0 | 3 | -7 | 6 | 3 | -7 | 24 | -1.1 | -0.3
34 | CSc1ccccc1NC(=O)N1CCC(CO)(CC2CCCCO2)CC1 (stereo not drawn) | -0.8 | -6 | 3.5 | -2 | 4 | -4 | -2 | -10 | -1 | 5.1 | 3.6
35 | COc1ccc(N=CC2=C(O)c3ccccc3C2=O)cc1 | -3.4 | -26 | -0.8 | -6 | 17 | 2 | -8 | 9 | 26 | 1.3 | 2.0
36 | O=C(NNC(=O)C1CC(c2cccs2)=NO1)Nc1ccc(Cl)cc1 (stereo not drawn) | -1.8 | -15 | 2.1 | -8 | 10 | -4 | 0 | -6 | 12 | 0.2 | 1.7
37 | O=C(CN1C(=O)NC2(CCCc3ccccc32)C1=O)N1CCCCC1 (stereo not drawn) | -1.1 | 8 | 2.4 | 4 | 7 | -7 | -2 | 2 | 25 | 0.3 | -0.3
38 | Cc1cccc(NCC(=O)N/N=C/c2cccc(Br)c2)c1 | 5.8 | -15 | 1.2 | -4 | -30 | 2 | -10 | 15 | -2 | 2.9 | 2.4
39 | CSc1ccc(CN(C)C(=O)c2ccc(S(=O)(=O)Nc3c(C)n(C)n(-c4ccccc4)c3=O)cc2)cc1 | -2.3 | nt | 2.1 | 0 | 9 | -4 | 1 | 21 | -17 | nt | nt
40 | COc1ccccc1N1CCN(CC(=O)c2c(N)n(C)c(=O)n(C)c2=O)CC1 | -0.4 | 37 | 3.5 | -8 | 2 | -14 | 4 | 8 | 5 | 1.9 | -1.5

Next section.
cpd | mol | OPRM1-OPRD1 ag | SUMO Mot1 rescue | phage Ecoli inh | PKA-R2B act | MOR-DOR inv ag | PKA-R1A activ | Tat export inh | HTR5A inv ag | PfHsp90 set2 | AddAB inh | Ecoli viability
41 | CCS(=O)(=O)Nc1cccc(-c2cn3c(n2)SCC3)c1 | -2.3 | -6 | 1.4 | 1 | 12 | 3 | 6 | -6 | -26 | 2.3 | 2.9
42 | Cc1ccc(S(=O)(=O)N2CCN(C(=O)COC(=O)CNC(=O)c3ccccc3)CC2)c(C)c1 | -2.4 | 14 | 1.0 | -9 | 13 | -12 | -3 | -15 | 13 | 1.0 | 1.4
43 | Cc1cccc(C)c1NC(=O)CN(C)CC(=O)Nc1sc2c(c1C(N)=O)CCC2 | -1.8 | 7 | 0.2 | -5 | 12 | -7 | -3 | -2 | -12 | -1.5 | -1.1
44 | CCCCCNC(=O)CSC1=N/C(=C\c2ccc(Cl)c(Cl)c2)C(=O)N1CC | -2.3 | -16 | 3.4 | -12 | 12 | -4 | 5 | 4 | 7 | 0.2 | -2.4
45 | CCCCN(C(=O)CCCc1nc2ccccc2c(=O)[nH]1)c1c(N)n(CCCC)c(=O)[nH]c1=O | -2.6 | -12 | 2.9 | -10 | 13 | -6 | -1 | 1 | -10 | 3.4 | -0.6
46 | O=C(COC(=O)/C=C/c1ccc(F)cc1)Nc1nnc(-c2ccccc2)o1 | -0.3 | 7 | -3.1 | 7 | 1 | -6 | ? | -1 | -44 | -5.5 | -5.4
47 | Cc1c(Br)c([N+](=O)[O-])nn1CC(=O)N1CCc2ccccc2C1 | -3.4 | 3 | 4.0 | 1 | 17 | 2 | -2 | 9 | 14 | 0.3 | -0.9
48 | Cc1ccc(Cn2c(SCCN3CCOCC3)nc3c2c(=O)n(C)c(=O)n3C)cc1 | -2.5 | 5 | 2.8 | 9 | 14 | 5 | -1 | -3 | -12 | 2.2 | 2.4
49 | Cc1noc(C)c1C(=O)N1CCCC(C(=O)c2cccc(OC(C)C)c2)C1 (stereo not drawn) | -1.0 | 14 | 0.8 | -2 | 5 | -4 | -15 | 4 | nt | -2.6 | -0.7
50 | O=S(=O)(Nc1cccc(S(=O)(=O)N2CCCCC2)c1)c1ccc(Cl)s1 | -0.2 | nt | -0.1 | -6 | 1 | 3 | 3 | 9 | nt | 3.9 | -1.9
51 | CC(NS(=O)(=O)/C=C/c1ccccc1)C(=O)O (stereo not drawn) | -1.1 | 1 | -0.3 | -2 | 6 | 0 | 8 | 4 | 8 | -2.9 | -0.8
52 | CN(C)CCn1c(C(=O)Nc2ccccc2)cc2ccccc21 | -3.6 | 34 | 2.1 | -5 | 15 | -14 | 2 | -6 | -1 | 2.0 | 0.5
